Compound activity: PubChem BioAssay, Sanford-Burnham Center for Chemical Genomics
GRIN3A LBD mod – NR3A (human) ligand-binding domain modulation; NR3A LBD differential scanning fluorimetry, Tm shift; 0% = protein alone, 100% = glycine-bound protein; Tm shift relative to glycine control, % at 25 µM; 340,000 tested, 2.5% active; AID 1259313;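 active means melting temperature shift of at least 10% of the positive control shift, at one fixed dose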
PfG6PD inh – PfG6PD (Plasmodium falciparum) enzyme inhibition | PfGluPho enzyme, NADPH resazurin-diaphorase fluorescence | inhibition, % at 20 µM | 350,000 tested, 0.78% active | AID 504690;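 active means inhibition reaching at least a set limit at 20 µM in the primary screen, cut at about 59% in these data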;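 further: 0% = DMSO wells with substrate and 100% = DMSO wells lacking glucose-6-phosphate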
SENP1 inh – inhibitors of human SENP1 SUMO protease catalytic domain; Q9P0U3; recombinant SENP1 catalytic domain, CyPet-SUMO1-YPet FRET cleavage; inhibition, % at 10 µM; 360,000 tested, 0.21% active;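 active means inhibition at least 30% at 10 µM, raw YFP signal under a set limit, fluorescence ratio 0.5 to 1.5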;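 further: 0% = enzyme with DMSO and 100% = no enzyme wells; some results filed as inactive read as strong as hits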
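System: Recombinant human SENP1 catalytic domain, His6-tagged | Incubation: Enzyme reaction for 50 min at room temperature, dark | Medium: Tris pH 8 with BME, BSA, NP40 and catalase | Also added: 25 nM SUMO1 FRET substrate | Compound: 10 µM single point, 0.5% DMSO | Measured by: FRET fluorescence in CFP and YFP emission channels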
hIAP act – increases human intestinal alkaline phosphatase activity; P09923; purified human IAP, CDP-Star luminescence, 30 min; stronger effect = higher value; 1 = vehicle-only enzyme, 0 = enzyme-free background; activation factor at 10 µM; 330,000 tested, 0.16% active; AID 2524;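 active means activation factor of the enzyme at least 2-fold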; further: the source names both 10 and 20 µM as test concentration; values of inactives mirror those of a sister screen read the other way
Target sequence (P09923 whole entry, looked up): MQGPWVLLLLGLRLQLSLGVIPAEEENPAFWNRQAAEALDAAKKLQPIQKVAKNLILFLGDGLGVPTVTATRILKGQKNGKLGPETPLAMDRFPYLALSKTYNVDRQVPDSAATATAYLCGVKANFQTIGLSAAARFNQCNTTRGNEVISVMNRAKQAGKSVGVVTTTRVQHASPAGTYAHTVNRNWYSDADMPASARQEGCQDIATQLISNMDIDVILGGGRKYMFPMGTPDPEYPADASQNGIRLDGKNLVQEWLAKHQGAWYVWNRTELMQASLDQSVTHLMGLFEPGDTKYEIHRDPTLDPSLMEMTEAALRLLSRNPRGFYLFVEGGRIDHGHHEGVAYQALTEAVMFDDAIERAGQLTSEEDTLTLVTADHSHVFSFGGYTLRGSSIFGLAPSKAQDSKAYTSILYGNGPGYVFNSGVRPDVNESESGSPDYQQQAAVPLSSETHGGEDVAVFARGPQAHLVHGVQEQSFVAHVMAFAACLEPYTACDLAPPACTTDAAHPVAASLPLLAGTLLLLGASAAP
MPTP block – blocks calcium-induced mitochondrial swelling. isolated mouse mitochondria, Ca2+ swelling absorbance, 30 min. inhibition, % at 10 µM. 360,000 tested, 1.4% active. AID 602449;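 active means inhibition of 50% or more, scaled per plate between neutral and stimulator controls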;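 further: 0% = DMSO wells given calcium and 100% = 1 mM EGTA wells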
SENP8 block – blocks human SENP8 cleavage of Nedd8 substrate; Q96LD8; recombinant SENP8, Nedd8 substrate fluorescence; inhibition, % at 20 µM; 360,000 tested, 0.64% active; AID 602440; in the data active means inhibition mostly above about 40%, no sharp cut-off; inactive means mostly below about 27%
SENP6 inh – inhibitors of human SENP6 protease; Q9GZR1; 330,000 tested, 1.8% active; AID 2599; Recombinant SENP6 catalytic domain, aminoluciferin luminescence; inhibition, % at 10 µM;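 active means inhibition above about 50% at the single tested dose, limit read from the data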;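 further: plate controls were DMSO wells with enzyme for no effect and DMSO wells lacking enzyme for full effect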
ATG4B inhibitor – ATG4B (human) cysteine protease inhibition; inhibition, % at 8.33 µM; AID 504462; Q9Y4P1; ATG4B cleavage of LC3-PLA2, NBD-HPC fluorescence, 1 h; 340,000 tested, 0.51% active; in the data active means inhibition above about 40%
Target sequence (Q9Y4P1 whole entry, looked up): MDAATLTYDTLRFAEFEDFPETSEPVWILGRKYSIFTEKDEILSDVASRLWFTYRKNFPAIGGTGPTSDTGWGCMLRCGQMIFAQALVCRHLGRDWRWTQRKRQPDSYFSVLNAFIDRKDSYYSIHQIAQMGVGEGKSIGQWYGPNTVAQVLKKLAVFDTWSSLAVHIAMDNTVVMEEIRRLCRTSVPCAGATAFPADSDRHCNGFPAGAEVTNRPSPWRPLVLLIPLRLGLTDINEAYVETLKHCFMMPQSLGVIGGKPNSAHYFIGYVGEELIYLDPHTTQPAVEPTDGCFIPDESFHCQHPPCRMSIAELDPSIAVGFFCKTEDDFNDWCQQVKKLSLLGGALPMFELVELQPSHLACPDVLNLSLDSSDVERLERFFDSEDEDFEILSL
The depositor's hits bear a star; i = inactive; x = no result given; & = joins results of further samples.

SMILES	GRIN3A LBD mod	PfG6PD inh	SENP1 inh	hIAP act	MPTP block	SENP8 block	SENP6 inh	ATG4B inhibitor
COc1ccc([C@H]2CN(c3ccc(OC)cc3)C(=O)[C@@H]2CC(=O)Nc2ccc(Br)cc2)cc1	x	26.3	0.7	x	-0.5	-9.5	x	x
CCOC(=O)c1cc(NC(=O)Nc2cc(C)ccn2)c(C)nc1C	1.6	-8.9	2.5	1.05	0.0	4.5	3.1	5.8
COc1cccc(N(Cc2nnc3n2CCCCC3)C(=O)Nc2ccccc2F)c1	0.1	-9.6	2.2	1.03	0.7	9.7	-14.2	7.4
Cc1ccc(S(=O)(=O)NCCC(=O)Nc2nnc(C)s2)cc1	-0.6	-4.2	-0.2	0.99	0.7	14.2	12.2	-4.3
Cc1ccc(NC(=O)COC(=O)C2CC2)c(Br)c1	-1.1	1.0	-1.5	0.972	-0.3	10.3	-5.6	1.9
COc1ccc2[nH]c3c(c2c1)CCN1C(=O)C(CC(=O)NCC24CC5CC(CC(C5)C2)C4)C[C@H](C(=O)N2CCOCC2)[C@@]31C (some centres not stated)	0.2	7.7	1.3	x	-0.7	1.6	x	-7.8
COc1ccc(-c2cc(C(F)(F)F)n3ncc(C(=O)NCC4CCCO4)c3n2)cc1 (configuration not stated)	0.9	-20.4	-19.9	x	-0.8	-414.9	x	0.7
CN(C)S(=O)(=O)c1cccc(COc2ccccc2C(=O)Nc2ccccc2)c1	-12.5	7.4	-1.5	1.12	0.0	-17.4	-1.6	-6.2
COc1ccc(/C=C2\CCc3ccccc3C2=O)c(OC)c1OC	3.7	26.2	1.9	0.946	0.5	19.8	-14.7	41.9*
NNC(=O)c1nc[nH]c1C(=O)Nc1ccccc1	0.5	-23.4	1.4	1.69	1.7	14.3	11.9	3.3
O=[N+]([O-])c1cc(C(F)(F)F)cc([N+](=O)[O-])c1NCc1cccnc1	-5.0	-6.0	3.3	0.898	4.1	37.1	3.3	9.4
COC(C(=O)N/N=C(\C)c1ccc(C(C)(C)C)cc1)c1ccccc1 (configuration not stated)	-2.2	-5.8	1.0	1.05	11.8	20.8	3.0	-12.2
Cc1ccc(CN2CCC[C@]3(N[C@H](c4ccc(C(F)(F)F)cc4)[C@@H]4C(=O)N(Cc5ccccc5)C(=O)[C@@H]43)C2=O)cc1	x	13.4	-1.0	x	-0.6	11.0	x	x
O=[N+]([O-])c1ccccc1/C=N/n1c(COc2ccccc2)n[nH]c1=S	0.3	32.3	-2.5	1.02	1.1	-7.0	-6.8	1.8
CN(CC(=O)NCCN1CCOCC1)S(=O)(=O)c1ccc(F)cc1	1.1	-4.7	-2.0	0.93	-0.5	6.1	-2.0	-4.2
Fc1cccc2sc(Nc3nnc(-c4ccccc4)o3)nc12	-11.3	-14.4	-35.5	1.2	75.7*	-314.6	85.1*	4.7
COc1ccc(S(=O)(=O)NCc2cn3c(C)csc3n2)cc1F	4.2	1.5	3.3	1.08	-1.8	4.3	-4.3	-14.7
Nc1cccc(-c2nc3ccccc3[nH]2)c1	-2.7	4.7	1.4	0.982	-1.2	-277.0	43.6	-3.4
C/C(=C/c1ccccc1)C(=O)N1CCN(c2ccc(F)cc2)CC1	-1.4	-0.2	-0.4	1	0.4	11.9	1.3	-1.3
Cc1cc(-n2c(SCC(=O)Nc3ccc(Br)cc3)nc3n[nH]c(C)c3c2=N)ccc1Cl	19.8*	7.2	2.0	1.55	2.6	-11.4	6.8	-4.3
COC(=O)/C=C(\C)NC(=O)c1ccccc1Cl	-0.2	-16.4	0.3	1.24	-0.6	18.7	-26.0	7.6
COc1ccc(CNC(=O)COC(=O)c2[nH]c(C)c(C(C)=O)c2C)cc1OC	1.1	-4.0	2.1	1.03	-0.3	19.4	-16.7	4.4
Clc1cccc(/C=N/Nc2nnc(Cl)c3ccccc23)c1	-9.7	-4.1	1.9	1.1	4.2	8.1	-17.5	2.1
Cc1csc(SC(C)C(=O)Nc2ccc(F)cc2Cl)n1 (configuration not stated)	1.1	14.2	0.6	0.766	0.9	4.5	-4.5	-7.6
CC(C)CCNC1c2ccccc2C(=O)N1Cc1ccccc1 (configuration not stated)	-2.2	1.5	-0.2	0.88	0.4	3.8	-21.0	1.6
O=c1[nH]c(Cc2cccc(C(F)(F)F)c2)nc2ccccc12	1.9	-2.6	1.6	0.964	0.8	13.3	5.5	6.3
CN1C(=O)/C(=C\c2ccccc2F)Sc2ccc(C(=O)NC3CCN(Cc4ccccc4)CC3)cc21	-5.4	10.8	-3.8	0.877	1.8	-13.2	-6.1	-4.8
O=Cc1c(N2CCCCCC2)nc2ccccn2c1=O	0.6	-3.1	-2.1	0.941	-1.6	-11.8	3.8	-0.1
CCCCCCCc1c(C)nc(N2CCOCC2)[nH]c1=O	0.3	2.3	0.9	0.889	1.2	2.0	2.7	-0.5
Cc1cc(C)cc(OCC(=O)N2Cc3ccccc3CC2C(=O)O)c1 (configuration not stated)	-5.5	-30.3	1.0	0.86	-1.0	0.9	19.3	-1.4
O=C(CN1C(=O)CSc2ccc(S(=O)(=O)N3CCCCC3)cc21)NCc1ccccc1Cl	-4.3	-13.8	0.0	1.17	1.4	14.2	-3.6	18.4
CCOC(=O)c1cnn(-c2cc(C(C)(C)C)nc3c(-c4ccccc4)c(C)nn23)c1N	0.7	12.7	-3.3	0.802	1.7	1.5	3.5	-5.4
CNC(=O)c1ccc2cc(OC)c(OC)cc2c1	x	12.2	-1.4	x	-1.1	1.7	x	x
O=C(O)CC1(CC(=O)Nc2ccc(F)cc2F)CCCCC1	2.6	-5.1	0.0	1.04	0.0	15.1	-5.7	0.1
O=C(C1CC=CCC1)N1CCC(CO)(Cc2ccc(Cl)cc2)CC1 (configuration not stated)	-0.7	-6.6	0.4	0.962	2.5	11.7	2.6	-1.1
CCOC(=O)CN1C(=O)C(CC)Oc2ccccc21 (configuration not stated)	0.3	12.6	1.5	0.974	-0.1	5.8	4.3	-3.9
Cc1cc(NC(=O)CSC2=NS(=O)(=O)c3cc(Cl)ccc3N2)no1	-1.7	-12.9	2.4	1	-1.1	9.8	-2.9	-1.6
O=C(CN(CCc1ccccc1)C(=O)Cn1nnc(-c2cccs2)n1)NCc1ccco1	0.6	-4.5	-1.4	1.16	-0.6	8.2	-1.4	5.8
Cc1ccc2[nH]c(=O)c(CN(Cc3nnnn3C3CCCC3)C3CCCCC3)cc2c1	-1.3	-12.7	-6.1	0.877	-1.2	-61.8	-31.7	-11.6
CCc1cccc(C)c1NC(=O)C1CCN(C(=O)c2ccc([N+](=O)[O-])cc2)CC1	5.6	7.4	1.3	1.01	1.6	9.2	-0.1	0.9
O=C(N/N=C/c1ccoc1)c1ccccc1F	-1.7	9.2	0.1	0.896	2.1	4.1	-4.0	-4.8
CCn1c(C)nc2cc(C(=O)NNC(=O)[C@@H](NC(=O)c3cc(OC)cc(OC)c3)C(C)C)ccc21	3.2	-8.9	-0.2	1.46	-2.0	15.0	-4.3	7.7
COc1ccc2cnn(-c3ccccc3)c(=O)c2c1OC	-0.6	-10.8	0.6	0.784	-0.1	-4.1	-8.7	-10.5
CCOC(=O)C1CCN(C(=O)CCC(=O)NCCc2ccc(Cl)cc2)CC1	1.3	-9.1	-0.8	1.07	0.0	22.5	-6.5	-5.5
Cc1noc(C)c1NC(=O)N(C)C[C@H]1Oc2c(NC(=O)Nc3ccc(C(F)(F)F)cc3)cccc2C(=O)N([C@H](C)CO)C[C@@H]1C	-5.4	-2.3	-1.7	1.06	-0.7	10.3	-22.5	-9.5
CCOC(=O)c1ccc(S(=O)(=O)N2CCN(C(=O)c3nn(C)c(=O)c4ccccc34)CC2)cc1	0.6	-11.8	1.1	1.1	-1.6	6.6	16.9	-1.7
Fc1ccc(-c2csc3ncnc(N4CCc5ccccc5C4)c23)cc1	10.7*	-0.9	3.6	0.887	3.5	14.1	2.6	16.4
CCc1[nH]nc(C(=O)N2CCCC(Nc3ccc(C(C)C)cc3)C2)c1C (configuration not stated)	1.1	-1.4	1.0	0.844	-1.2	3.9	-5.1	13.9

10 of the compounds above, as a markdown table.
| structure | GRIN3A LBD mod | PfG6PD inh | SENP1 inh | hIAP act | MPTP block | SENP8 block | SENP6 inh | ATG4B inhibitor |
| --- | --- | --- | --- | --- | --- | --- | --- | --- |
| CCOC(=O)CN1C(=O)C(CC)Oc2ccccc21 (configuration not stated) | 0.3 | 12.6 | 1.5 | 0.974 | -0.1 | 5.8 | 4.3 | -3.9 |
| Cc1cc(NC(=O)CSC2=NS(=O)(=O)c3cc(Cl)ccc3N2)no1 | -1.7 | -12.9 | 2.4 | 1 | -1.1 | 9.8 | -2.9 | -1.6 |
| O=C(CN(CCc1ccccc1)C(=O)Cn1nnc(-c2cccs2)n1)NCc1ccco1 | 0.6 | -4.5 | -1.4 | 1.16 | -0.6 | 8.2 | -1.4 | 5.8 |
| Cc1ccc2[nH]c(=O)c(CN(Cc3nnnn3C3CCCC3)C3CCCCC3)cc2c1 | -1.3 | -12.7 | -6.1 | 0.877 | -1.2 | -61.8 | -31.7 | -11.6 |
| CCc1cccc(C)c1NC(=O)C1CCN(C(=O)c2ccc([N+](=O)[O-])cc2)CC1 | 5.6 | 7.4 | 1.3 | 1.01 | 1.6 | 9.2 | -0.1 | 0.9 |
| O=C(N/N=C/c1ccoc1)c1ccccc1F | -1.7 | 9.2 | 0.1 | 0.896 | 2.1 | 4.1 | -4.0 | -4.8 |
| CCn1c(C)nc2cc(C(=O)NNC(=O)[C@@H](NC(=O)c3cc(OC)cc(OC)c3)C(C)C)ccc21 | 3.2 | -8.9 | -0.2 | 1.46 | -2.0 | 15.0 | -4.3 | 7.7 |
| COc1ccc2cnn(-c3ccccc3)c(=O)c2c1OC | -0.6 | -10.8 | 0.6 | 0.784 | -0.1 | -4.1 | -8.7 | -10.5 |
| CCOC(=O)C1CCN(C(=O)CCC(=O)NCCc2ccc(Cl)cc2)CC1 | 1.3 | -9.1 | -0.8 | 1.07 | 0.0 | 22.5 | -6.5 | -5.5 |
| Cc1noc(C)c1NC(=O)N(C)C[C@H]1Oc2c(NC(=O)Nc3ccc(C(F)(F)F)cc3)cccc2C(=O)N([C@H](C)CO)C[C@@H]1C | -5.4 | -2.3 | -1.7 | 1.06 | -0.7 | 10.3 | -22.5 | -9.5 |

(further entries)
SMILES	GRIN3A LBD mod	PfG6PD inh	SENP1 inh	hIAP act	MPTP block	SENP8 block	SENP6 inh	ATG4B inhibitor
C/C(=N\NC(=O)c1c(-c2ccccc2Cl)noc1C)c1cccc(NC(=O)C(C)C)c1	-4.5	-7.8	-2.9	1.05	1.6	13.2	-9.2	2.7
c1ccc(Oc2cccc(CN3CCOCC3)c2)cc1	-4.2	-6.2	0.2	0.982	-1.2	7.5	0.8	9.4
Cc1cccn2c(=O)c3cc(C#N)c(=NC(=O)c4ccccc4)n(Cc4ccco4)c3nc12	-6.3&-3.6	21.4&30.8	-31.0&-34.2	1.04	-1.8&3.4	i	-7.9	3.7&5.0
Cc1ccc(OCCCCNC2CCCCC2)c(C)c1	0.2	-0.7	2.5	0.951	2.7	12.0	-23.0	-7.6
COC(=O)c1[nH]c2cccc(OC)c2c1NC(=O)CCN1CC(C)CC(C)C1 (configuration not stated)	-0.5	-15.2	3.1	1	-2.9	-372.0	-6.5	3.7
C[n+]1ccccc1C1CCCC/C1=N\NC(N)=S (configuration not stated)	1.9	7.1	-2.1	1.07	-2.2	13.0	2.8	3.4
CCOc1ccc2c(c1)S/C(=C\c1cccs1)C(=O)N2	-5.7	-22.1	-3.5	0.865	4.2	10.9	-8.6	-4.5
CC1CCN(C(=O)CCc2nnc3ccc(NCCCN4CCCC4=O)nn23)CC1	-2.4	20.6	-3.7	1.21	-2.8	-10.2	-0.1	4.5
CCOC(=O)c1c(NC(=O)Cn2c(C)nc3ccccc32)sc2c1CCC2	0.5	6.6	-5.6	1.06	2.8	-0.8	7.6	-11.6
CC(=O)N/C(=C\c1ccc(C)cc1)C(=O)O	2.0	-3.0	0.2	1.15	-1.8	17.2	0.0	-3.7
Cc1cccc(N(Cc2ccccc2)C(=O)CN2C(=O)NC3(CCCCC3C)C2=O)c1 (configuration not stated)	0.1	7.0	3.1	0.844	-0.4	8.6	3.1	2.0
